aSyn UTR inh = 5' untranslated region of α-synuclein, MLPCN primary screen. alpha-synuclein 5'UTR reporter, inhibitor activity. 300,000 compounds, 0.82% hits. inhibition, % (tested at 7.5 µM). AID 1813; in the data active = inhibition above about 60%;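 note: H4 neuroglioblastoma cells stably carrying SNCA 5'UTR luciferase fusion; 0% = DMSO wells and 100% = positive control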
GSK3 alpha inh = blocks human GSK-3 alpha kinase | ADP-Glo luminescence, 60 min | inhibition, % at 10 µM | 320,000 compounds, 0.1% hits | AID 2650;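 in the data active = inhibition above about 50%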;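 note: GST-tagged GSK-3 alpha with peptide substrate and 25 µM ATP; 0% = DMSO neutral wells and 100% = GW8510 positive control wells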
Target sequence (P49840 whole entry, looked up): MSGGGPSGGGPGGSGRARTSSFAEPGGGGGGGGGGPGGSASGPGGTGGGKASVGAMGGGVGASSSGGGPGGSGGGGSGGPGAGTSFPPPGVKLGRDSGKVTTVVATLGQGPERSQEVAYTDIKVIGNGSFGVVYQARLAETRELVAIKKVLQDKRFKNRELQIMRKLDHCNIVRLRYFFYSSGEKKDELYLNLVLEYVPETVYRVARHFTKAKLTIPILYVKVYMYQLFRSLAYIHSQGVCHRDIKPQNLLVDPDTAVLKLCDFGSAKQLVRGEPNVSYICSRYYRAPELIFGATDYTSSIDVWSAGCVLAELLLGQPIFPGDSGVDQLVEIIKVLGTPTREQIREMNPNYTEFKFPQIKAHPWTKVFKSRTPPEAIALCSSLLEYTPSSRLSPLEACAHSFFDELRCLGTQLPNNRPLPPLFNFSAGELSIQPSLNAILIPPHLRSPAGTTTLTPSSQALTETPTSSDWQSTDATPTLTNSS
HSF1 inhib = HSF1 inhibition. activity change, negative = inhibition, % at 7.5 µM (by protocol). 300,000 compounds, 0.77% hits. NIH3T3-HGL HSE-luciferase, MG132-induced, luminescence 8 h; hits give low values;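 active = more than half of replicate wells show activity change below -50%, luminescence cut by over half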;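 note: luciferase reports HSF-1 transcriptional activity via heat shock element; 0% = median of DMSO wells and -100% = zero luminescence signal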
Platelet DG rel = modulates dense granule release in human platelets. human platelet-rich plasma, SFLLRN dense granule ATP release, luminescence. inhibition, %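 (compounds screened at 7.5 µM in platelet-rich plasma)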. 300,000 compounds, 0.22% hits;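 active = mean replicate score, as percent of positive control, at or above 50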
GSK3beta inhib = blocks human GSK3beta kinase activity; activity score (negative = inhibition), % at 10 µM; P49841; GST-GSK3beta kinase, ADP-Glo luminescence, 60 min; hits give low values; 300,000 compounds, 0.038% hits;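 active = more than half of replicate wells score below -50%, meaning over 50% inhibition versus plate controls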;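 note: 0% = median DMSO wells and -100% = median GW8510 positive control wells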
Target sequence (P49841 whole entry, looked up): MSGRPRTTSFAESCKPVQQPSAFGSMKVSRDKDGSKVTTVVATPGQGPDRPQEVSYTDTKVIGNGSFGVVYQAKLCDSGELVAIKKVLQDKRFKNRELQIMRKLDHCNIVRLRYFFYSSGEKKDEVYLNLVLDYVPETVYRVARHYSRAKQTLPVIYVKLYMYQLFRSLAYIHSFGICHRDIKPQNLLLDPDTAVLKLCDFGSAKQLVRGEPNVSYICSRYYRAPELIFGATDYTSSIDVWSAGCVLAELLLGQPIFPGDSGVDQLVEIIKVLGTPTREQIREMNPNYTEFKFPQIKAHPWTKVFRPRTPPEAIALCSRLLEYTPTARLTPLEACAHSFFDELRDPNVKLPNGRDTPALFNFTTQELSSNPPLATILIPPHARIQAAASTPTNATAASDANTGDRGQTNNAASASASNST
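Test system – GST-tagged human GSK3beta kinase, cell-free · Incubation – 60 min enzyme reaction, room temperature · Signal – ADP-Glo luminescence · Also added – peptide substrate and ATP at 25 µM · Controls – DMSO neutral wells and GW8510 at 20 µM as positive · Buffer or medium – Tris/MgCl2 kinase buffer · Measure – Luminescence-derived activity versus plate DMSO and GW8510 wells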
HSP90 inh = HSP90 refolding inhibition in rabbit reticulocyte lysate; luciferase refolding luminescence, 3 h; inhibition, % at 5.6 µM; 290,000 compounds, 0.91% hits;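 active = inhibition above the screen-wide mean plus 3 SD, computed separately per campaign, cut at about 16% in these data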;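 note: 0% = DMSO wells and 100% = 60 µM geldanamycin wells; inhibitors lower the luminescence because luciferase stays unfolded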
KLF5 inhibitor = kruppel-like factor 5 inhibition. inhibition, % at 5 µM. AID 1700. 290,000 compounds, 0.23% hits. DLD-1 KLF5 promoter-luciferase reporter, luminescence;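 active = inhibition above a per-plate limit of that plate's mean compound inhibition plus 3 SD, cut at about 60% in these data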;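 note: 0% = DMSO wells and 100% = LY294002 at 200 µM; higher means less KLF5 promoter-driven luciferase light; inactives centre near -14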
HSF-1 act = increases HSF-1 driven luciferase reporter signal; NIH3T3-HGL HSF-1 luciferase reporter, MG132, 8 h; 100% = twice DMSO control signal; activation, % at 9 µM; 300,000 compounds, 1.7% hits; AID 504408;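 active = mean replicate activation of at least 50% with a set share of replicates each reaching 50%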;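 note: 0% = median of the neutral control wells and 100% = twice that signal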
IEC-6 tox = counter-screen for KLF5 inhibitors: cytotoxicity in IEC-6 cells. IEC-6 cytotoxicity, luminescence viability. inhibition, % at 5 µM. 290,000 compounds, 0.78% hits. AID 1825; in the data active = inhibition above about 22%;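 note: 0% = plate median of test compound wells and 100% = cytotoxic reference compound wells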
DYRK1A inh = inhibitors of rat Dyrk1A kinase; Q63470; ADP-Glo luminescence, NFATc1 peptide; inhibition, % at 12.5 µM; 310,000 compounds, 0.43% hits; AID 504441; in the data active = inhibition above about 50%;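 note: plate controls were vehicle with enzyme for no effect and no enzyme for full effect; many of its hits are not listed in these tables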
* marks the source's active call; other numbers are inactive results.

Cc1nc(CS(=O)(=O)c2ccccn2)sc1C(=O)NNC(=O)c1ccc(Cl)cc1 was read as aSyn UTR inh -18, GSK3 alpha inh -8, HSF1 inhib 1, Platelet DG rel 1, GSK3beta inhib 1, HSP90 inh 0, KLF5 inhibitor -39, HSF-1 act 4, IEC-6 tox 0 and DYRK1A inh 8.
Screening Cc1ccc(S(=O)(=O)c2nc(-c3ccco3)oc2SCC(=O)NCC2CCCO2)cc1 (stereo not drawn) returned aSyn UTR inh 12, GSK3 alpha inh -3, HSF1 inhib -6, Platelet DG rel 6, GSK3beta inhib 1, HSP90 inh 0, KLF5 inhibitor 10, HSF-1 act -4, IEC-6 tox -4 and DYRK1A inh 0.
`CN(C)CC/C=C1\c2cc(Cl)ccc2Sc2cc(F)c(F)cc21` gave aSyn UTR inh 11, GSK3 alpha inh 5, HSF1 inhib 1, Platelet DG rel 13, GSK3beta inhib 2, HSF-1 act 6 and DYRK1A inh 8.
Cc1ccc(C)c(S(=O)(=O)NCC(=O)Nc2ccc3c(c2)OCO3)c1 was read as aSyn UTR inh -18, GSK3 alpha inh 0, HSF1 inhib 3, Platelet DG rel 3, GSK3beta inhib -1, HSP90 inh -3, KLF5 inhibitor -15, HSF-1 act 11, IEC-6 tox -3 and DYRK1A inh -1.
Cc1cc(C)cc(N(C(=O)c2ccc(Br)o2)C2C=CS(=O)(=O)C2)c1 (stereo not drawn) was read as aSyn UTR inh -9, GSK3 alpha inh -2, HSF1 inhib 2, Platelet DG rel -4, GSK3beta inhib 2, HSP90 inh 1, KLF5 inhibitor -28, HSF-1 act 8, IEC-6 tox -2 and DYRK1A inh 0.
`CSc1nc(O)c(C2OC(=O)c3ccccc32)c(=O)[nH]1` (stereo not drawn) gave aSyn UTR inh -7, GSK3 alpha inh -1, HSF1 inhib -6, Platelet DG rel 13, GSK3beta inhib -9, HSP90 inh -3, KLF5 inhibitor -22, HSF-1 act 12, IEC-6 tox -3 and DYRK1A inh 0.
COc1ccccc1N1CCN(S(=O)(=O)c2ccc(Br)s2)CC1 was read as aSyn UTR inh 13, HSF1 inhib -5, Platelet DG rel -5, GSK3beta inhib -1, HSP90 inh -6, KLF5 inhibitor -18, HSF-1 act -9, IEC-6 tox 4 and DYRK1A inh 1.
CN1CCN(C(=O)c2ccccc2N(Cc2ccccc2)S(=O)(=O)c2ccccc2)CC1 was read as aSyn UTR inh -8, GSK3 alpha inh 0, HSF1 inhib -3, Platelet DG rel 0, GSK3beta inhib 0, HSP90 inh 3, KLF5 inhibitor -23, HSF-1 act 21, IEC-6 tox 5 and DYRK1A inh -2.
`O=C(Cc1ccccc1)Nc1ccc(S(=O)(=O)N2CCCC2)cc1` gave aSyn UTR inh -5, HSF1 inhib 3, Platelet DG rel 4, GSK3beta inhib 2, HSP90 inh 2, KLF5 inhibitor -14, HSF-1 act 34, IEC-6 tox -5 and DYRK1A inh -7.
`O=C(O)C1CC(=O)N(c2ccc(OCc3ccccc3)cc2)C1` (stereo not drawn) gave aSyn UTR inh -66, GSK3 alpha inh -2, HSF1 inhib -1, Platelet DG rel 1, GSK3beta inhib 1, HSP90 inh -7, KLF5 inhibitor -31, HSF-1 act -5, IEC-6 tox -3 and DYRK1A inh -6.
Screening COc1ccc(CN(C)C(=O)c2sccc2-c2ccccc2)c(OC)c1 returned aSyn UTR inh 3, GSK3 alpha inh -2, HSF1 inhib 0, Platelet DG rel -6, GSK3beta inhib 4, HSP90 inh 0, KLF5 inhibitor -29, HSF-1 act 1 and IEC-6 tox 6.
`COc1ccc(NC(=O)CN(C2CCCCC2)S(C)(=O)=O)cc1OC` gave aSyn UTR inh -20, GSK3 alpha inh 1, HSF1 inhib -7, Platelet DG rel -1, GSK3beta inhib 1, HSP90 inh -1, KLF5 inhibitor 13, HSF-1 act 21, IEC-6 tox -1 and DYRK1A inh 2.
`CCC(c1nnnn1C(C)(C)CC)N1CCN(c2ccccc2F)CC1` (stereo not drawn) gave aSyn UTR inh 15, GSK3 alpha inh 1, HSF1 inhib 0, Platelet DG rel 6, GSK3beta inhib -1, HSP90 inh 2, KLF5 inhibitor 12, HSF-1 act 4, IEC-6 tox 4 and DYRK1A inh -5.
CCOc1ccccc1NC(=O)CN(C)S(=O)(=O)c1cnc[nH]1 was read as aSyn UTR inh 5, GSK3 alpha inh -1, HSF1 inhib 2, Platelet DG rel 18, GSK3beta inhib 2, HSP90 inh 0, KLF5 inhibitor -6, HSF-1 act 1, IEC-6 tox -5 and DYRK1A inh 13.
Screening Cc1oc2cc(O)ccc2c(=O)c1-c1nncn1-c1ccccc1 returned aSyn UTR inh -19, GSK3 alpha inh 2, HSF1 inhib -10, Platelet DG rel -3, GSK3beta inhib 1, HSP90 inh 2, KLF5 inhibitor -26, HSF-1 act 0, IEC-6 tox -7 and DYRK1A inh 9.
C=CCSc1nnc(Cc2c(C)[nH]c3ccccc23)o1 was read as aSyn UTR inh -5, GSK3 alpha inh -1, HSF1 inhib 1, Platelet DG rel -16, GSK3beta inhib -2, HSP90 inh 8, KLF5 inhibitor -41, HSF-1 act 3, IEC-6 tox 4 and DYRK1A inh 1.
For CCC1(CC)NC(=O)N(CC(=O)N2CCN(S(=O)(=O)c3cccc(F)c3)CC2)C1=O the results were aSyn UTR inh -4, GSK3 alpha inh 1, HSF1 inhib -13, Platelet DG rel -2, GSK3beta inhib 1, HSP90 inh 0, KLF5 inhibitor -16, HSF-1 act -17, IEC-6 tox 5 and DYRK1A inh -1.
For CN(C)c1ccc(/C=N/NC(=O)C2COc3ccccc3O2)o1 (stereo not drawn) the results were aSyn UTR inh 3, GSK3 alpha inh -1, HSF1 inhib -78*, Platelet DG rel 17, GSK3beta inhib -3, HSP90 inh -1, KLF5 inhibitor -44, HSF-1 act -84, IEC-6 tox -7 and DYRK1A inh -8.
`N#Cc1cn(Cc2cccc(Cl)c2)c2ccccc12` gave aSyn UTR inh 19, GSK3 alpha inh 1, HSF1 inhib 11, Platelet DG rel 5, GSK3beta inhib -3, HSP90 inh -1, KLF5 inhibitor -7, HSF-1 act 12, IEC-6 tox 2 and DYRK1A inh 5.
`COc1ccc(NC(=O)c2cc(-c3ccccn3)nc3c(C)cc(C)cc23)c(C)c1` gave aSyn UTR inh 37, GSK3 alpha inh -2, HSF1 inhib -8, Platelet DG rel -1, GSK3beta inhib 2, HSP90 inh 7, KLF5 inhibitor -11, HSF-1 act -13, IEC-6 tox 5 and DYRK1A inh 3.
`CCC(=O)Nc1ccc(NC(=S)NC(=O)/C=C/c2ccccc2)cc1` gave aSyn UTR inh -62, GSK3 alpha inh 0, HSF1 inhib 18, Platelet DG rel -8, GSK3beta inhib 2, HSP90 inh -2, KLF5 inhibitor -7, HSF-1 act 41 and IEC-6 tox -4.
`O=C1CCc2cc(S(=O)(=O)Nc3cccc(F)c3)cc3c2N1CC3` gave aSyn UTR inh 4, GSK3 alpha inh -5, HSF1 inhib -3, GSK3beta inhib 2, HSF-1 act 11 and DYRK1A inh 4.
COC(=O)c1c(-c2ccccc2)csc1NC(=O)c1c(-c2ccccc2)noc1C was read as aSyn UTR inh 65*, HSF1 inhib 17, Platelet DG rel -12, GSK3beta inhib -2, HSP90 inh 4, KLF5 inhibitor 35, HSF-1 act 25 and IEC-6 tox -1.
For CCOC(=S)SCc1cn2ccccc2n1 the results were aSyn UTR inh -19, GSK3 alpha inh 1, HSF1 inhib 6, Platelet DG rel 5, GSK3beta inhib -1, HSP90 inh 0, KLF5 inhibitor -34, HSF-1 act -1, IEC-6 tox -5 and DYRK1A inh -1.
Screening C=CCC1CCCC(=O)N2CC[C@H](O)C12 (stereo partly drawn) returned aSyn UTR inh 7, GSK3 alpha inh 9, HSF1 inhib 1, Platelet DG rel 1, GSK3beta inhib -4, HSP90 inh 3, KLF5 inhibitor -8, HSF-1 act -6, IEC-6 tox 5 and DYRK1A inh 6.
CCOC(=O)c1c(NS(=O)(=O)c2cccc(OC)c2)sc2c1CCC2 was read as aSyn UTR inh 19, GSK3 alpha inh -1, HSF1 inhib 1, Platelet DG rel 5, GSK3beta inhib -3, HSP90 inh -4, KLF5 inhibitor 10, HSF-1 act 1, IEC-6 tox -6 and DYRK1A inh -5.
For CC(C)CNC(=S)NC(=O)c1ccc([N+](=O)[O-])cc1 the results were aSyn UTR inh -19, GSK3 alpha inh -6, HSF1 inhib 1, Platelet DG rel 1, GSK3beta inhib -1, HSP90 inh -1, KLF5 inhibitor -15, HSF-1 act 3, IEC-6 tox 0 and DYRK1A inh 10.
Screening O=C(N[C@@H](Cc1ccc(Br)cc1)C(=O)O)OCC1c2ccccc2-c2ccccc21 returned aSyn UTR inh -7, GSK3 alpha inh -4, HSF1 inhib -3, Platelet DG rel 1, GSK3beta inhib 2, HSP90 inh -1, KLF5 inhibitor -12, HSF-1 act -4, IEC-6 tox -3 and DYRK1A inh 5.
`Cn1c(SCC(=O)c2ccccc2)nnc1-c1ccc(O)cc1` gave aSyn UTR inh -20, GSK3 alpha inh 10, HSF1 inhib 16, Platelet DG rel -1, GSK3beta inhib 3, HSP90 inh 1, KLF5 inhibitor -42, HSF-1 act 9, IEC-6 tox 1 and DYRK1A inh -3.
Screening O=C(c1ccccc1)N1CCSC1=S returned aSyn UTR inh 0, GSK3 alpha inh -2, HSF1 inhib 1, Platelet DG rel -4, GSK3beta inhib -1, HSP90 inh -2, KLF5 inhibitor -59, HSF-1 act -11, IEC-6 tox -6 and DYRK1A inh -3.

Looked up by compound from the list above (two):
`Cn1c(SCC(=O)c2ccccc2)nnc1-c1ccc(O)cc1` gave aSyn UTR inh -20, GSK3 alpha inh 10, HSF1 inhib 16, Platelet DG rel -1, GSK3beta inhib 3, HSP90 inh 1, KLF5 inhibitor -42, HSF-1 act 9, IEC-6 tox 1 and DYRK1A inh -3.
`CCC(c1nnnn1C(C)(C)CC)N1CCN(c2ccccc2F)CC1` (stereo not drawn) gave aSyn UTR inh 15, GSK3 alpha inh 1, HSF1 inhib 0, Platelet DG rel 6, GSK3beta inhib -1, HSP90 inh 2, KLF5 inhibitor 12, HSF-1 act 4, IEC-6 tox 4 and DYRK1A inh -5.

Assay outcomes from PubChem.

An excerpt, so the mix of outcomes need not match the whole.
